# BRCA1 expr act: increases BRCA1 expression; MCF7-BRCA1-FFLuc reporter, luminescence, 48 h; response scale: scaled: vehicle 0%, 10 µM genistein 100%; Potency, µM (series often up to 46.1 µM), inactives show top-dose activation, hits mostly activators; 1.1% of 380,000 active; AID 624202; further: potency means the concentration at half of the fitted maximal effect; nearly all actives have a fitted effect of over 80% in size; some results filed as inactive show a strong effect at the top dose
#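 First, MCF7-BRCA1-FFLuc cells (2000/well) attach for 2 h; next, compounds are pin-added and incubated 48 h at 37 °C; finally, luciferase reagent is added and luminescence read after 15 min.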
# ELG1 DNA repair: blocks ELG1-dependent DNA repair in HEK293T cells. HEK293T ELG1-luciferase reporter, luminescence, 16 h; DNA damage induced by 5-fluorouridine. 2.3% of 330,000 active. Potency, µM (doses to about 46.1 µM), without a hit: at the top dose activity change, negative = inhibition, usual class: inhibitors; further: potency means the concentration at half of the fitted maximal effect; on the % scale 0 is the no-effect control and ±100 the full control effect; nearly all actives have a fitted effect of over 55% in size
#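 In this reporter screen, reduction of luminescence relative to DMSO vehicle indicated activity. Compounds and 5-fluorouridine were added together to 2,000 cells per well, incubated for 16 hr at 37 °C, then developed with ONE-Glo.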
# B2AR arrestin: recruits beta-arrestin to the human beta2-adrenergic receptor; P07550; 0.02% of 330,000 active; AID 492947; beta-arrestin recruitment to beta2AR, cell-based reporter; Potency, µM (titrated, usually from 46.1 µM), for the others: at the highest dose activation, usual class: activators;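 further: potency means the concentration at half of the fitted maximal effect; 0% = DMSO controls and full agonism = EC100 isoproterenol or metaproterenol; nearly all actives have a fitted effect of over 65% in size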
# A-T KAP1 phos: potential ataxia-telangiectasia treatment; […] A-T fibroblasts, KAP-1 phosphorylation AlphaLISA; neocarzinostatin DNA damage 30 min before lysis; AID 485349; 0.19% of 320,000 active; Potency, µM (top dose mostly 57.5 µM), for the others: top-dose activation, hits mostly activators; further: potency means the concentration at half of the fitted maximal effect; % of control where 0% means no effect; nearly all actives have a fitted effect of over 45% in size
#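 hTERT-immortalized A-T patient fibroblasts ([…]), 500 cells/well in OPTI-MEM, 1% FBS, got compounds for 60 min, then NCS for 30 min at 37C. Lysates were then assayed for phospho-KAP-1 by AlphaLISA (anti-pKAP1 donor, anti-KAP1 acceptor beads), 6 hr at 25C.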
# TRPV1 ag: activates the human vanilloid receptor TRPV1. AID 540275. 0.19% of 320,000 active. Q8NER1. activation, % at 8.33 µM. TRPV1-expressing cells, Fluo-8 calcium influx, agonist mode; in the data active means activation above about 80%; inconclusive means between about 30% and that limit; further: 0% is about no effect
# Target sequence (Q8NER1 whole entry, looked up): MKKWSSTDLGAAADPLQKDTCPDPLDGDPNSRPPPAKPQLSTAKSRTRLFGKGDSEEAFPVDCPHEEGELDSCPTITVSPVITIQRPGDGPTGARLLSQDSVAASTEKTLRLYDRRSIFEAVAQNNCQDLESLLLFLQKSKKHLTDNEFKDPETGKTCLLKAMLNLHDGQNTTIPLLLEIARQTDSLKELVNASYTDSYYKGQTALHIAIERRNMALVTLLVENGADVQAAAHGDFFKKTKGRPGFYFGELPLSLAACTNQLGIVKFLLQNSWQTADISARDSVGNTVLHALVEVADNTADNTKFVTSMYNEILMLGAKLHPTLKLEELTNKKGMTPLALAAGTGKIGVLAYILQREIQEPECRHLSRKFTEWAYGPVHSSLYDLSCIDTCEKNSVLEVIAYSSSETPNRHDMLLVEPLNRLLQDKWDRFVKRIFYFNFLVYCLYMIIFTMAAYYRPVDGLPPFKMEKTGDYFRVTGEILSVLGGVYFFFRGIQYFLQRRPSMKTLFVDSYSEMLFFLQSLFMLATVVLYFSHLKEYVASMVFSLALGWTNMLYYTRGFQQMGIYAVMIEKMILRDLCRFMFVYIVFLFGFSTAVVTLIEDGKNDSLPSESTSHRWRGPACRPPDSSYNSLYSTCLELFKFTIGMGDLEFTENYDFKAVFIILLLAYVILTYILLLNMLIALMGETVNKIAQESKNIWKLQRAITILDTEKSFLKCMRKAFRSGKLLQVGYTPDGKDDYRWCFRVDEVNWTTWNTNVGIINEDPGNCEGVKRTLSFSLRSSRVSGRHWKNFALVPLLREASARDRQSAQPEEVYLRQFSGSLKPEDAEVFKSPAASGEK
#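 TRPV1-expressing cells were cultured overnight at 35.5C and loaded with Fluo-8 calcium dye for 40 to 90 min at room temperature. After a 10 s baseline, compound was added and calcium influx was read kinetically for 3 min (ex 480/em 520 nm).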
# p53 reactivator: restores transcriptional activity of mutant p53; H1299 p53-A138V BP100-luciferase reporter, luminescence, 24 h; Potency, µM (highest dose often 92.2 µM), for inactives: at the top dose activity change, positive = activation, usual class: activators; 0.063% of 320,000 active; AID 504706; further: potency means the concentration at half of the fitted maximal effect; % of control where 0% means no effect; nearly all actives have a fitted effect of over 45% in size
#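 p53-null H1299 cells stably carrying temperature-sensitive p53-A138V and a BP100-luciferase reporter were pinned with compounds (4-point, 1:5 series) and held 24 hrs at 37 deg C. Luminescence was read 10 min after detection reagent.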
# CXXC DNA block: blocks binding of human MLL CXXC domain to DNA; MLL-CXXC / FITC-HOXA9 DNA fluorescence polarization; AID 2662; Q03164; 0.037% of 290,000 active; Potency, µM (series often up to 115 µM), for the others: at the top dose activity change, negative = inhibition, actives largely listed as inhibitors; active means well fitted inhibition curve with a large enough effect in the polarisation, with a control signal flat, not every such curve was filed as active; inconclusive means small, poorly fitted or top-dose-only effect, or effect the other way, or a change in a side signal; inactive means no such curve, though single readings can be large or run the other way; the % refers to the polarisation; further: potency means the concentration at half of the fitted maximal effect
#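 Steps: dispense CXXC domain solution (7 uM) → pin compounds or unlabeled HOX-A9 DNA control → 5 min ambient → add FLSN-HOX-A9 solution (50 nM) → spin → 30 min ambient → fluorescence polarization. Tris pH 7.5/NaCl/DTT/BSA buffer.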
# TSG101-PTAP inh: blocks PTAP/TSG101 interaction to inhibit HIV-1 budding; Fluorescence polarization, FITC-PTAP peptide / Tsg101 binding; Potency, µM (top dose mostly 115 µM), inactives show at the top dose activity change, negative = inhibition, most hits filed as inhibitors; 340,000 tested, under 10 active; AID 493005; Q99816; active means well fitted inhibition curve with a large enough effect in the main read-out, with a control signal flat, not every such curve was filed as active; inconclusive means small, poorly fitted or top-dose-only effect, or effect the other way, or a change in a side signal; inactive means no such curve, though single readings can be large or run the other way; further: potency means the concentration at half of the fitted maximal effect; % of control where 0% means no effect
#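 Tsg101 binding domain (10 uM final) was mixed with compound and a FITC-labeled PTAP peptide (50 nM final) in HEPES pH 7.5 buffer with NaCl, Tween 20, EDTA and TCEP; fluorescence polarization was read after 20 min at r.t.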
# a7 integrin act: integrin-mediated muscular dystrophy alleviation activation; alpha7betagal myoblasts, beta-gal FDG fluorescence, 48 h; Potency, µM (top dose mostly 38.3 µM), inactives show at the highest dose activation, actives largely listed as activators; 0.064% of 350,000 active; AID 624291;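 further: potency means the concentration at half of the fitted maximal effect; 100% = response of the positive control SU9516; nearly all actives have a fitted effect of over 60% in size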
#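 alpha7betagal+/- myoblasts (passage 13, 250/well) treated 48 h at 37C with compounds at 1:260 dilution of DMSO stock. Lysed, then beta-galactosidase activity read as FDG fluorescence (ex 480/em 540) after 30 min, with pre-read for autofluorescence.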
# TCR act: activators of T cell receptors | AID 504894 | 330,000 tested, under 10 active | primary human leukocytes, anti-CD3, IL-2 HTRF, 48 h | Potency, µM (series often up to 9.22 µM), inactives show top-dose activation of IL-2 secretion, hits mostly activators; further: % of control where 0% means no effect
#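 48 hr co-incubation of compounds, a-CD3 beads and primary human leukocytes; IL-2 quantified homogeneously by HTRF with anti-IL-2 K and d2 conjugates.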
# An asterisk follows results filed as active; ? = inconclusive; nt = not tested or not shown; [ ] = dose if it differs, or a comment. Unless noted, the call rests on the fitted dose curve; in most records, active means well fitted curve in the direction sought with a large enough effect; inconclusive means small, poorly fitted or top-dose-only effect, or another doubt; inactive means no such curve, though single readings can be large; an effect the other way counts as inactive or inconclusive.
# Below each SMILES: BRCA1 expr act	ELG1 DNA repair	B2AR arrestin	A-T KAP1 phos	TRPV1 ag	p53 reactivator	CXXC DNA block	TSG101-PTAP inh	a7 integrin act	TCR act
CCOC(=O)/C=C/C(=O)Nc1ccc(S(=O)(=O)N2CCc3ccccc32)cc1
    -22%	2%	-0.2%	1%	11	nt	-20%	-10%	-55%[inhibitor]	-3%
COCCN=C1OC(=O)N2C(=O)C3=C4[C@@H](C[C@H]5C(=O)N(c6ccccc6)C(=O)[C@H]5[C@H]4[C@@]12Cc1ccccc1)[C@H]1C(=O)N(c2ccccc2)C(=O)[C@H]1[C@H]3C
    0%	10%	-0.5%	13%	-1	-3%	-9%	2%	4%	5%
CCOc1ccc(C(=O)SC2=NCCS2)cc1
    0%	-3%	-0.9%	0%	3	2%	159%[activator]	-6%	8%	nt
CCC(Sc1ncccc1C(=O)Oc1cccc([N+](=O)[O-])c1)C(=O)Nc1ccccc1OC (stereo not given)
    -7%	11%	0.1%	-2%	0	20%	7%	-1%	13%	3%[46.1 µM]
O=C(OCC(=O)N1CCOCC1)c1ccc(Cl)cc1[N+](=O)[O-]
    6%	3%	0.0%	8%	0	?	11%	-7%	-41%	1%
Cc1ccnc(NC(c2ccccn2)c2c(C)[nH]c3ccccc23)c1 (stereo not given)
    -9%	-5%	-0.3%	-5%	?	2%	9%	-2%	-6%	2%
Cc1cc(OC(F)F)ccc1NC(=S)NC1CCCC1
    -3%	-5%	0.3%	-2%	25	-5%	-2%	1%	25%	-3%
CCCc1cc(=O)oc2c(C)c(OCC(=O)NC3CCN(Cc4ccccc4)CC3)ccc12
    4%	-6%	-0.5%	11%	4	-1%	47%[activator]	-3%	-29%	-6%
O=C(COC(=O)COc1ccc(Br)cc1)NC1CCCC1
    14%	7%	-0.1%	3%	nt	7%	nt	-1%	0%	-1%[46.1 µM]
CCOc1ccc2c(c1)C(N(CCN1CCOCC1)C(=O)Nc1ccc(OC)cc1OC)CC(C)(C)O2 (stereo not given)
    0%	-7%	-0.8%	-1%	7	-3%	2%	-5%	?	-2%
Cc1ccc(S(=O)(=O)N/N=C/c2cccs2)cc1
    2%	-2%	0.2%	-3%	-1	-1%	-4%	-7%	12%	0%
CC(CCc1ccccc1)NC(=O)Cc1cccs1 (stereo not given)
    -10%	-7%	0.1%	1%[11.5 µM]	?	1%	-10%	-1%	3%	0%
CN(C(=O)COC(=O)c1cn(-c2ccccc2)nc1-c1ccccc1)C1CCS(=O)(=O)C1 (stereo not given)
    2%	-12%	0.0%	4%	-3	-2%	-10%	-1%	0%	-6%
CCc1ccc(N=C2NC(=O)/C(=C/c3ccc(OCC(=O)O)cc3)S2)cc1
    0%	11%	-1.1%	2%	3	12%	-13%	0%	34%	-10%
Cc1ccc(C(=O)Nc2ccc(N3CCN(C(=O)c4ccco4)CC3)cc2)c(Cl)c1
    -32%	18µM*	0.1%	0%	-1	-6%	5%	-3%	-3%	2%
COc1cc(C(C)=O)ccc1Oc1ncnc2c1cnn2-c1cccc(Cl)c1
    25%	10%	-0.6%	2%	2	?	12%	0%	0%	3%[46.1 µM]
Cc1ccc(N2CC(C(=O)NCCS(=O)(=O)N3CCN(c4ccccc4)CC3)CC2=O)cc1 (stereo not given)
    5%	0%	-1.6%	-1%	-1	22%	-5%	3%	14%	-1%
O=C(Nc1nc2ccccc2s1)c1ccc(Cl)s1
    ?	?	0.6%	-1%	?	?	-12%	-2%	15%	1%
Cc1cc(C)nc(SCC(=O)NC2=NC(=O)C(C)S2)n1 (stereo not given)
    -10%	1%	0.0%	10%	3	1%	-1%	-5%	-3%	-3%
CCN(CC)S(=O)(=O)c1cc(OC)ccc1N=Nc1ccc(O)c2ncccc12
    -88%	?	-0.6%	-31%	0	7%	5%	-1%	-41%[inhibitor]	8%

# A different layout for part of the listing above:
mol	BRCA1 expr act	ELG1 DNA repair	B2AR arrestin	A-T KAP1 phos	TRPV1 ag	p53 reactivator	CXXC DNA block	TSG101-PTAP inh	a7 integrin act	TCR act
Cc1ccc(N2CC(C(=O)NCCS(=O)(=O)N3CCN(c4ccccc4)CC3)CC2=O)cc1 (stereo not given)	5%	0%	-1.6%	-1%	-1	22%	-5%	3%	14%	-1%
O=C(Nc1nc2ccccc2s1)c1ccc(Cl)s1	?	?	0.6%	-1%	?	?	-12%	-2%	15%	1%

# (continued)
# Below each SMILES: BRCA1 expr act	ELG1 DNA repair	B2AR arrestin	A-T KAP1 phos	TRPV1 ag	p53 reactivator	CXXC DNA block	TSG101-PTAP inh	a7 integrin act	TCR act
Cc1cccc(OCCCn2c(=O)sc3ccccc32)c1
    ?	?	4.8%	7%	?	?	12%	-3%	22%	-29%
COc1cc2c(cc1/C=C1/NC(=O)N(c3ccccc3)C1=O)OCO2
    -11%	?	-0.3%	4%	-2	12%	16%	-2%	17%	18%[46.1 µM]
Cc1noc(C)c1CSc1cc(C)c2ccccc2n1
    -15%	23%	-0.7%	5%	15	0%	-6%	-7%	-4%	-1%
CCc1ccc(/C=C2\SC(=S)N(CCCC(=O)Nc3ccccc3C(=O)O)C2=O)cc1
    -40%	11%	0.1%	-1%	0	-8%	0%	-3%	35%	-2%

# Single records (already shown). Screens in order: BRCA1 expr act, ELG1 DNA repair, B2AR arrestin, A-T KAP1 phos, TRPV1 ag, p53 reactivator, CXXC DNA block, TSG101-PTAP inh, a7 integrin act, TCR act
# CCN(CC)S(=O)(=O)c1cc(OC)ccc1N=Nc1ccc(O)c2ncccc12 is entered as -88%, ?, -0.6%, -31%, 0, 7%, 5%, -1%, -41%[inhibitor], 8%
# CCOc1ccc(C(=O)SC2=NCCS2)cc1 is entered as 0%, -3%, -0.9%, 0%, 3, 2%, 159%[activator], -6%, 8%, nt
